# RSV antiviral HEp-2 = inhibition of RSV-induced cytopathic effect – HEp-2 cells, primary 10 µM value included (AID 2391) | 310,000 tested, 0.13% active | one-dose CPE inhibition, % at 10 µM; IC50 in µM for titrated hits | HEp-2 cells, RSV-induced CPE inhibition; higher % means a stronger effect; in the data active = a potency from the dose series; inconclusive = CPE inhibition mostly from about 23% at the one dose, without a potency; inactive = the rest, 99 in 100 with CPE inhibition below about 21%; also: strong numbers were not always called active
# K1F lysis inhibition = protection from phage-mediated lysis, alamar blue read-out – E. coli UTI89, K1F phage, bacterial capsule biogenesis inhibitors (AID 488966) | 340,000 tested, 0.02% active | E. coli UTI89 K1F phage lysis, alamar blue, 2 h; higher % means a stronger effect | inhibition, % at 100 µM, or IC50 in µM where a hit was titrated;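 active = phage lysis inhibition, versus mean bacterial control, above a set limit; inconclusive = no clear call, values can overlap the other calls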;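 also: capsule biogenesis inhibitors block K1F phage lysis so surviving cells raise fluorescence; higher fluorescence means more inhibition of phage lysis; actives were called in the ten point dose series up to 300 µM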
# MgcRacGAP inhibition = MgcRacGAP GTPase-activating activity inhibitors, confirmation, biochemical, ADP Hunter fluorescence. MgcRacGAP-stimulated Rac1 GTP hydrolysis, ADP Hunter fluorescence; higher % means a stronger effect; GST-tagged Rac1 F28L mutant substrate. one-dose inhibition, % at 30 µM; IC50 in µM for titrated hits. 340,000 tested, 0.6% active. AID 624330;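 active = first-screen hits whose inhibition reached a set limit at any dose in the follow-up dose series; inconclusive = inhibition above the set first-screen limit but never retested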;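 also: fluorescence reports GDP produced by GAP-driven GTP hydrolysis; strong numbers were not always called active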
# NTR1 ag = NTR1-driven beta-arrestin-GFP spot formation – imaging, U2OS cells, high content, primary screen (AID 493036); P30989; agonist mode; activation, % at 20 µM; 330,000 tested, 0.17% active;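 active = activation at or above 40% of the spot to cytoplasm intensity ratio, with at least 20 cells analyzed; inconclusive = wells under 20 cells, flagged as cytotoxic or low count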;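 also: 0% = DMSO without peptide and 100% = 100 nM NTR1 peptide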
# Target sequence (P30989 whole entry, looked up): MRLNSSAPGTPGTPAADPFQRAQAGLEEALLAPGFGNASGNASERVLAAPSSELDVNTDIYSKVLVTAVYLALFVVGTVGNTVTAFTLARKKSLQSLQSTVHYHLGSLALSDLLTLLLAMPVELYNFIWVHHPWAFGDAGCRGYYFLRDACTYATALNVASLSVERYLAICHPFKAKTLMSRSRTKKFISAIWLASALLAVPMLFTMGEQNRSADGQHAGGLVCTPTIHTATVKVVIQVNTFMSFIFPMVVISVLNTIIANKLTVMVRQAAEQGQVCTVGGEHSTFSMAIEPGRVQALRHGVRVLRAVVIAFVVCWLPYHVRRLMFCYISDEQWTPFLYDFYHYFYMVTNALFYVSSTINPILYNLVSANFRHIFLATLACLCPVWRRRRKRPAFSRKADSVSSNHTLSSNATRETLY
# PhoP inhibition = inhibitors of PhoP regulon expression, primary screen, Salmonella Typhimurium, GFP reporter (AID 1863) | inhibition, % at 50 µM; hits with a dose series show IC50 in µM | S. Typhimurium PhoP-regulated promoter GFP reporter, 4 h; higher % means a stronger effect | 300,000 tested, 0.16% active;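 active = inhibition over 29.93%, a cutoff 3 SD above the screen mean, later confirmed by dose response; inconclusive = inhibition over 29.93% but no dose response follow-up; inactive = inhibition at most 29.93% or unconfirmed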;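 also: 0% = low Mg2+ inducing control and 100% = high Mg2+ repressing control; strong numbers were not always called active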
# TNAP activation fold = human TNAP enzyme activators, primary screen, biochemical, luminescent, no phosphate acceptor, uHTS (AID 1001); purified TNAP, luminescent activation assay, no phosphate acceptor; higher activation fold means a stronger effect; one-dose activation fold at 20 µM; EC50 in µM for titrated hits; 200,000 tested, 0.03% active; in the data active = activation fold from about 3, or a potency from the dose series; inactive = the rest, 99 in 100 with activation fold below about 1.6; also: many of its hits are not listed in these tables
# T cell modulator = modulates CD8 T cell binding to vesicles | 2C CD8+ T cell-vesicle binding, flow cytometry; active compounds read low | calls only at 7 µM | 330,000 tested, 0.068% active;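 active = response, share of CD8 T cells binding vesicles, and their 90th percentile fluorescence all below set limits, cut at about 80% in these data, passing the limit was not always enough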
#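 Assay system: 2C TCR transgenic mouse naive CD8+ T cells, MACS-purified | Read-out: CD8+ gate FL2 mean fluorescence as % of same-row positive control | Signal: High-throughput flow cytometry with anti-B7-1 and anti-CD8 staining | Timing: Binding step 1.5 h, 37 °C, antibody labelling 20 min, ice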
# SV40 large T antigen = TAg ATPase/helicase activity blockers – biochemical (AID 1903); 310,000 tested, 0.39% active; one-dose inhibition, % at 20 µM; IC50 in µM for titrated hits; SV40 large T antigen ATPase/helicase inhibition assay; higher % means a stronger effect; in the data active = a potency from the dose series; inconclusive = inhibition mostly from about 32% at the one dose, without a potency; inactive = the rest, 99 in 100 with inhibition below about 32%; also: strong numbers were not always called active
# Myeloid diff 2 = myeloid differentiation induction | 360,000 tested, 1% active | ER-HoxA9 myeloid progenitors, lysozyme-GFP differentiation, flow cytometry | AID 624256 | calls only at 10 µM;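 active = normalized GFP-positive differentiation at or above the plate's own cutoff, the solvent-only control mean plus 3 SD; inconclusive = no clear call, values can overlap the other calls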;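 also: cells exposed to compound for four days before flow analysis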
# T cell modulator vesicle-bound % = second read-out of T cell modulator, no call of its own (marks repeat the call); double positive events, %; measured here: CD8+ vesicle-bound cell fraction;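 binding gate set so that unloaded-vesicle control wells show 10% double positive cells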
# NTR1 ag cell count 20 µM = also measured in NTR1 ag; calls as there; cell count; measured here: cell count, cytotoxicity flag
# Myeloid diff 2 GFP+ MAC1+ % = second read-out of Myeloid diff 2, no call of its own (marks repeat the call); GFP+ MAC1+ double positive, %; measured here: differentiation confirmed by MAC1 staining
# Starred values were filed as active, the others as inactive; i = inactive; ? = inconclusive; · = not tested or not shown; [ ] = another dose, or the depositor's remark.
SMILES,RSV antiviral HEp-2,K1F lysis inhibition,MgcRacGAP inhibition,NTR1 ag,NTR1 ag cell count 20 µM,PhoP inhibition,TNAP activation fold,T cell modulator,T cell modulator vesicle-bound %,SV40 large T antigen,Myeloid diff 2,Myeloid diff 2 GFP+ MAC1+ %
COc1cc(CN=C(C)c2c(O)n(C)c(=O)n(C)c2=O)cc(OC)c1,0.0%,i,3%,2.0,47,-13%,·,i,28,13%,i,0.8
COC(=O)CCCNC(=O)CN1CC(c2ccccc2)CC1=O (stereo not drawn),1.6%,0.1%,8%,0.3,66,-3%,1.1,i,30,-3%,i,0.7
COc1ccc2[nH]c3c(c2c1)CCN=C3C,-0.8%,-0.8%,3%,-2.2,57,-4%,·,i,48,15%,i,2.6
Clc1ccc(C(OCCN2CCCCC2)c2ccccc2)cc1 (stereo not drawn),-2.4%,2.4%,7%,-0.6,66,2%,·,i,28,4%,i,0.6
CN(C)c1nc(N(C)C)nc(N(C#N)CCCl)n1,0.1%,0.4%,3%,0.9,41,4%,1.1,i,33,21%,i,0.8
O=C1CSC2(CN3CCC2CC3)N1 (stereo not drawn),0.6%,0.1%,12%,-0.6,38,-6%,1.2,i,9,-2%,i,0.6
COc1cc([C@@H]2c3cc4c(cc3[C@@H](OC)[C@H]3COC(=O)[C@H]23)OCO4)cc(OC)c1O,5.8%,1.7%,6%,-3.5,98,-3%,·,i,46,6%,?,·
C[C@]12CCC3C(CC[C@H]4C[C@H](O)CC[C@]34C)C1[C@@H](O)C[C@@H]2O (stereo partly drawn),·,-2.5%,-5%,-1.3,63,·,·,i,50,·,i,0.8
O=P(Nc1cccnc1)(Oc1ccccc1Cl)Oc1ccccc1Cl,2.2%,-1.4%,4%,3.7,81,-13%,1,i,41,9%,i,0.6
COC(=O)C1=C(c2ccc3ccccc3c2)C[C@@H]2CC[C@H]1N2C(=O)N1CCCC1,3.0%,2.2%,-1%,-0.3,50,·,·,i,34,·,i,2.9
Cc1ccccc1NC1=NCC(C)S1 (stereo not drawn),0.7%,0.2%,8%,2.0,53,10%,0.9,i,62,-4%,i,3.2
Cc1cc(OC(=O)N(C)C)n(-c2ccccc2)n1,1.0%,0.1%,9%,0.5,96,0%,·,i,22,3%,i,0.5
COc1ccc(CC2(CCc3ccncc3)C(=O)NC(=O)NC2=O)cc1,2.1%,-0.3%,-2%,-0.6,52,-8%,1.1,i,47,6%,i,0.5
O=C1NC(=O)N(c2ccc3c(c2)OCO3)C(=O)/C1=C/c1cccs1,0.6%,0.2%,9%,6.0,80,7%,1,i,56,13%,i,0.5
CC1CCCC(NC(=O)COC(=O)Cc2ccccc2)C1C (stereo not drawn),0.4%,0.2%,9%,1.1,78,14%,1,i,30,0%,i,0.6
COc1ccc(C(O)c2ccccc2OP(=O)(N(C)C)N(C)C)cc1 (stereo not drawn),-0.1%,1.8%[50 µM],4%,3.5,42,-6%,1.2,i,19,6%,i,0.2
CC(=O)O[C@H]1CC[C@@]2(C)C(=CC(=O)C3C2CC[C@@]2(C)C3C[C@H](OC(C)=O)[C@@H]2OC(C)=O)C1 (stereo partly drawn),·,4.2%,2%,3.3,42,·,·,i,26,·,i,0.8
CN(C)CC#CCn1c2ccccc2c2ccccc21,-0.8%,·,·,1.3,49,-5%,·,i,15,0%,i,0.3
COc1ccc2[nH]cc(C3=CCNCC3)c2c1,-1.5%,·,·,-4.3,60,-3%,·,i,26,21%,·,·
COc1cc(C)cc(CN2CC=C(c3ccccc3)CC2)c1O,7.9%,1.3%,-30%,1.2,31,-4%,1.2,i,17,7%,i,0.4
CC1CCC(C(C)C)C(OC(=O)COC(=O)c2ccccc2N)C1 (stereo not drawn),5.6%,-0.4%[50 µM],9%,12,58,-10%,1,i,38,5%,i,0.8
O=C(c1ccc(CS(=O)(=O)c2ccc(Br)cc2)o1)N1CCC2(CC1)OCCO2,1.1%,0.6%,4%,5.5,70,-3%,0.9,i,22,4%,i,1.1
CCC(=Nc1ccc2c(c1)CCC2)c1c(O)n(C)c(=O)n(C)c1=O,-1.1%,0.5%,7%,0.1,49,·,1,i,29,·,i,1.0
COC(=O)C1=C(c2ccc(C(C)=O)cc2)C[C@@H]2CC[C@H]1N2C(=O)NCCCOC(C)C,-0.4%,-1.0%,6%,1.6,59,·,·,i,19,·,i,0.9
O=P(Nc1ccccc1)(Nc1ccccc1)Oc1ccc(Cl)cc1,3.9%,3.0%,2%,6.1,77,10%,1.1,·,·,12%,i,0.7
CN1CCc2nc(SCc3ccccc3Br)c(C#N)cc2C1,0.1%,0.0%,-4%,3.0,52,-3%,1,i,32,-1%,i,0.6
O=P(/C(=N/O)N1CCCCC1)(N1CCOCC1)N1CCOCC1,1.6%,0.1%,2%,0.0,52,4%,1.1,i,42,13%,i,0.3
COc1ccccc1N1CCN(Cc2ccccc2Cl)CC1,0.3%,-0.1%,20%,1.4,87,9%,1.1,i,33,9%,i,0.9
Cn1c(O)c(C=Nc2cccc(C(F)(F)F)c2)c(=O)n(C)c1=O,0.0%,0.4%,7%,-0.5,78,10%,·,i,16,19%,i,0.7
O=C1CC(=O)N(c2ccc(Cl)cc2)C(=O)N1,2.0%,-1.8%,12%,0.1,49,8%,·,i,52,11%,i,0.5
COc1c(/C=C2/C(=O)NC(=O)N(C)C2=O)c(CCN(C)C(=O)c2ccccc2)cc2c1OCO2,·,4.6%,11%,-0.2,89,10%,·,i,26,17%,i,2.4
O=C1Nc2cc(C(=O)N3CCC4(CC3)OCCO4)ccc2NC1CSCc1cccc(F)c1 (stereo not drawn),1.3%,·,·,2.4,70,5%,·,i,30,23%,·,·
NP(=O)(OCCCc1ccccc1)c1ccccc1 (stereo not drawn),0.2%,1.1%,8%,-4.8,98,1%,·,i,32,20%,i,0.8
C[C@]12CCC3C(CC[C@H]4C[C@@H](O)CC[C@]34C)C1CCC2=O (stereo partly drawn),·,3.0%,1%,-0.1,73,·,·,i,51,·,i,1.0
COc1ccc2[nH]c(C)c(CCNCc3cn(C)c4ccccc34)c2c1,-0.5%,0.6%[50 µM],22%,2.9,56,·,·,i,63,·,i,0.5
N#C[C@H](O[C@@H]1O[C@H](CO[C@@H]2O[C@H](CO)[C@@H](O)[C@H](O)[C@H]2O)[C@@H](O)[C@H](O)[C@H]1O)c1ccccc1,·,-0.7%,1%,-2.5,44,·,·,i,16,·,i,2.8
CN(C)c1ccc(C(=O)c2ccc(N(C)C)cc2)cc1,6.3%,5.6%,-2%,3.5,51,-7%,1.2,i,18,4%,?,·
O=C1CC(c2cccnc2)=NN1c1ccccc1,-2.1%,-0.5%,7%,1.1,48,-5%,1.1,i,44,8%,i,0.1
CN(C)C1(c2nnnn2-c2ccc(Cl)cc2)CCCCC1,1.0%,1.4%,4%,-5.5,102,10%,1.1,i,31,0%,i,3.7
Nc1ccc(CCN2CCCC2)cc1,0.8%,0.7%,8%,0.6,66,1%,·,i,60,26%,i,0.5
c1cncc(C2CC(c3cccs3)n3ncnc3N2)c1 (stereo not drawn),1.9%,0.0%,9%,0.5,37,-1%,1.1,i,37,10%,i,1.5
O=c1[nH]c(O)c(N=Nc2ccc3c(c2)OCCO3)c(=O)[nH]1,5.5%,-0.7%,5%,0.0,55,1%,0.9,i,61,2%,i,0.2
CCCCCCCSc1cc(OC)c(CCNC)cc1OC,-3.9%,-1.8%,2%,2.0,22,56µM*,1,i,3,0%,i,0.7
CCOC(=O)CN1C(=O)C2(C(C#N)=C(N)Oc3ccccc32)C(C(=O)OC)=C1C (stereo not drawn),-0.1%,0.9%,3%,0.7,51,-12%,1.1,i,61,16%,i,0.4
CCCCN1C(=O)NC(=O)C2(Cc3c(nc4c(C)cccn4c3=O)N3CCc4ccccc4C32)C1=O (stereo not drawn),2.6%,0.9%,8%,22,94,-3%,1,i,21,13%,i,0.6
CCCNC(=O)N1[C@H]2CC[C@@H]1C(C(=O)OC)=C(c1ccc(F)cc1F)C2,-0.8%,0.9%,11%,0.3,31,·,·,i,31,·,i,0.5
O=c1c2ccccc2nc(-c2ccccc2)n1-c1nccs1,0.1%,0.6%[50 µM],9%,0.7,39,2%,1.1,i,31,8%,i,0.8
COc1ccc(C(C)=O)cc1CC(C(=O)c1ccc(C)cc1)N(C)C (stereo not drawn),0.4%,0.1%,6%,0.4,82,-1%,1.1,i,62,17%,i,0.3
O=C1/C(=C\c2cc3c(cc2Cl)OCO3)N2CCC1CC2,1.2%,6.6%,4%,1.1,48,-7%,1.1,i,40,11%,i,0.8
CC1CCN(CC#CCOc2ccc(Cl)cc2)CC1,0.1%,0.0%,31%,0.7,78,5%,·,i,53,23%,i,0.7
COc1ccc(CCNCc2ccccc2F)cc1,2.0%,0.1%,25%,-1.3,89,0%,·,i,22,24%,i,0.7
O=c1oc2ccccc2c(O)c1C(c1ccccn1)c1c(O)c2ccccc2oc1=O,0.7%,0.0%,15%,2.6,66,-9%,·,i,38,15%,i,1.6
C[C@H]1C[C@@H](C)C(=O)[C@@H]([C@H](O)CC2CC(=O)NC(=O)C2)C1,·,0.2%,4%,4.5,87,2%,1.1,i,42,5%,?,·
Cc1ccc(C2=NC(C)(C)N3C2C3c2ccc([N+](=O)[O-])cc2)cc1 (stereo not drawn),0.4%,2.4%,6%,-0.2,38,-13%,1,i,54,-5%,i,0.4
CN1CC(C(=O)c2ccc(Cl)cc2)C(c2ccc(N(C)C)cc2)C1 (stereo not drawn),-1.1%,1.0%,6%,0.0,40,-8%,1,i,12,14%,i,0.7
O=C1C2CCCN2C(c2cccnc2)N1c1ccc(Cl)c(Cl)c1 (stereo not drawn),-0.7%,0.6%,1%,1.2,91,-10%,1.1,i,16,9%,i,0.6
Cn1cc(C(=O)OCC(=O)N2CCCCC2)c2ccccc21,1.2%,0.7%[50 µM],12%,2.7,55,·,·,i,11,·,i,1.4
O=C(OC1CCN(CCCl)CC1)C(c1ccccc1)c1ccccc1,2.7%,?,0%,0.0,54,-7%,·,i,32,21%,i,3.1

# From PubChem

# Some of the compounds tested; count on the stated rates, not on these rows.
